LDHA block: inhibitors of human lactate dehydrogenase A; P00338; purified LDHA, NADH/diaphorase-resazurin fluorescence; hits give low values; activity change, % (values are at about 110 or 230 µM); hit rate 0.15% among 480,000; in the data active means activity change below about -30%;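 further: plate controls were DMSO wells for no effect and wells without enzyme for full effect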
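LDH5 2 nM; NADH 0.06 mM, pyruvate 0.2 mM; 200 mM Tris pH 7.4, EDTA, Tween-20; 5 min RT. Detection: diaphorase 0.133 mg/mL + resazurin 37 µM, fluorescence ex540/em590 at 0 and 20 min; normalized to enzyme-free and DMSO wells.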
PI4K2A block: PI4K2A (human) kinase inhibition | Q9BTU6 | purified PI4K2A, ADP-Glo luminescence, 1 h; hits give low values | activity change, negative = inhibition, % at 76.9 µM | hit rate 0.13% among 420,000; in the data active means activity change below about -50%;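 further: -100% = wells without enzyme as full effect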
Target sequence (Q9BTU6 whole entry, looked up): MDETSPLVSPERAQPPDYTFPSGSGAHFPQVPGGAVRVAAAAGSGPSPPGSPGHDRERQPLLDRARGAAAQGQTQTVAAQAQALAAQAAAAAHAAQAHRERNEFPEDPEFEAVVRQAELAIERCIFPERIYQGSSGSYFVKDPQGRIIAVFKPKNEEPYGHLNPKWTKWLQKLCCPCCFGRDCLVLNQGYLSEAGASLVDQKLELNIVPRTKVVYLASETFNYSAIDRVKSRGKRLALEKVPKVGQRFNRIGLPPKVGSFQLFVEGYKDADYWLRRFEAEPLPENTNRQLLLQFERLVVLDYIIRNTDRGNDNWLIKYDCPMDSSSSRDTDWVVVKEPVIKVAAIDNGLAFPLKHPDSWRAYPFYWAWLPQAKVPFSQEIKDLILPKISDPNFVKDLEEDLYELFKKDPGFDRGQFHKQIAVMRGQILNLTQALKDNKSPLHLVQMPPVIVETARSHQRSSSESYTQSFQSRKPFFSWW
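ADP-Glo luminescence measured ADP generated by PI4K2A enzyme (4 ug/mL before mixing) with 1.2 mM PI substrate (pre-mix) and 300 microM ATP (pre-mix). Tris pH7.5 buffer with MgCl2, Triton X-100; 1 h reaction at ambient temperature.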
* marks the source's active call; other numbers are inactive results.

> O=C(Nc1ccc2c(c1)OCCO2)C(c1ccncc1)n1c(=O)c(-c2ccco2)nc2ccccc21 (configuration not stated)
  LDHA block = 8
  PI4K2A block = -5
> COc1ccc(C(C(=O)NC(C)(C)C)n2c(COc3ccc(C)cc3)nc3ccccc32)cc1 (configuration not stated)
  LDHA block = 1
  PI4K2A block = 2
> CO[C@H]1CN(C)C(=O)c2cc(NC(=O)C3CCOCC3)ccc2OC[C@H](C)N(Cc2nccs2)C[C@H]1C
  LDHA block = -1
  PI4K2A block = -3
> CCCCCCCCN1C(=O)[C@H](CC(=O)NCc2ccc(OC)c(OC)c2)C[C@@]2(C(=O)OCC)CCCC=C12
  LDHA block = 6
  PI4K2A block = -3
> CC(C)NC(=O)C1(C)CN(S(C)(=O)=O)CC(=O)N1CCCn1ccnc1 (configuration not stated)
  LDHA block = 2
  PI4K2A block = -3
> CCCCCc1c(-c2ccc(F)cc2)ncn1CCc1ccccc1OC
  LDHA block = 5
  PI4K2A block = 4
> Cc1cc(N2CCN(C(C(=O)NC3CCCC3)C(C)(C)C)CC2)c2ccccc2n1 (configuration not stated)
  LDHA block = -11
  PI4K2A block = 0
> CCC(=O)N1Cc2cc(C(=O)NCc3cccc(F)c3)nc(-c3cccc(C4=CCCC4)c3)c2[C@H]1CCO
  LDHA block = -7
  PI4K2A block = 4
> CCCC[C@@H]1CC2=C(C(=O)OC(C)(C)O2)[C@@H](c2ccc(Cl)cc2)O1
  LDHA block = 1
  PI4K2A block = 4
> O=C1NC[C@@H](CCCCN2C[C@H](Cc3ccc(O)cc3)N(CCc3ccc(O)cc3)C(=O)C2=O)N(CCc2ccccc2)C1=O
  LDHA block = -2
  PI4K2A block = 7

> CC(C)n1c(=O)c2ccccc2n1CC(=O)N1CCOCC1
  LDHA block = -5
  PI4K2A block = 1
> COc1ccc(C(C(=O)NCc2ccccc2)n2c(-c3ccncc3)nc3ccccc32)cc1 (configuration not stated)
  LDHA block = -1
  PI4K2A block = 3
> Cc1cccc(C)c1NC(=O)C1(C)CSCC(=O)N1CCC(C)C (configuration not stated)
  LDHA block = -4
  PI4K2A block = 3
> Cc1cc(Br)cn2c(Cc3ccccc3)c(-c3cccc(Cl)c3)nc12
  LDHA block = 9
  PI4K2A block = -3
> c1nc(NCC2CCCO2)c2cc(-c3ccc4c(c3)OCO4)ccc2n1 (configuration not stated)
  LDHA block = 7
  PI4K2A block = -12
> O=S1(=O)CC(N2CCSCC2)CN1Cc1cn(Cc2cccc(Cl)c2)nn1 (configuration not stated)
  LDHA block = -3
  PI4K2A block = -3
> O=C1c2ccccc2C(c2nnnn2Cc2ccccc2)N1C1CC1 (configuration not stated)
  LDHA block = 0
  PI4K2A block = -4
> C[C@H]1[C@@H](Cc2cc(Cl)cc(Cl)c2)N(c2ccccc2)c2ccccc2CN1Cc1ccccc1
  LDHA block = -4
  PI4K2A block = -3
> CC(C)CN1C(=O)c2ccccc2C1c1nnnn1-c1ccc2c(c1)OCCO2 (configuration not stated)
  LDHA block = 2
  PI4K2A block = 5
> Cc1cc(C)n2c(NCc3ccccc3)c(CCc3ccccc3)nc2n1
  LDHA block = 5
  PI4K2A block = -1

> CC1=C2CCCC[C@@]23C2C(=O)N(C)C(=O)[C@@H]2ON3OC1 (some centres not stated)
  LDHA block = -6
  PI4K2A block = -10
> CCCCCNC(=O)C(c1ccnc2ccccc12)n1c(=O)c(-c2cc3ccccc3[nH]2)nc2ccccc21 (configuration not stated)
  LDHA block = 2
  PI4K2A block = -3
> COC(=O)C1(C(=O)OC)Cc2ccccc2N(S(=O)(=O)c2ccc(C)cc2)C1CC(C)=O (configuration not stated)
  LDHA block = -4
  PI4K2A block = 3
> CC(C)(C)n1nnnc1C1c2ccccc2C(=O)N1CCc1c[nH]c2ccccc12 (configuration not stated)
  LDHA block = 5
  PI4K2A block = -4
> CCCCOCCCNC(=O)C[C@@H]1C[C@@]2(C(=O)OCC)CCCC=C2N(Cc2ccc3c(c2)OCO3)C1=O
  LDHA block = 6
  PI4K2A block = -10
> CC(C)NC(=O)C1(C)CN(S(C)(=O)=O)CC(=O)N1CCCN1CCOCC1 (configuration not stated)
  LDHA block = 5
  PI4K2A block = 1
> CCCCNC(=O)C1C(c2ccc(OC)cc2)=Nc2ccccc2N1C(=O)c1ccncc1 (configuration not stated)
  LDHA block = 3
  PI4K2A block = 2
> CCCCCCCCN1C(=O)[C@H](CC(=O)N2CCN(C(=O)C3CC3)CC2)C[C@@]2(C(=O)OC)CCCCC=C12
  LDHA block = 2
  PI4K2A block = -1
> CCCCOCCCNC(=O)C[C@@H]1C[C@@]2(C(=O)OC)CCCCC=C2N(CCC2=CCCCC2)C1=O
  LDHA block = 3
  PI4K2A block = 3
> Cc1cc(N2CCN(C(C(=O)NC3CCCC3)c3ccc(-c4ccccc4)cc3)CC2)c2ccccc2n1 (configuration not stated)
  LDHA block = 0
  PI4K2A block = 4

> CCCCNC(=O)C1c2ccccc2OCC(=O)N1Cc1ccccn1 (configuration not stated)
  LDHA block = 0
  PI4K2A block = 7
> COc1ccccc1Cc1c(-c2ccc(C#N)cc2)nc2c(Cl)cc(C(F)(F)F)cn12
  LDHA block = 2
  PI4K2A block = -3
> COCCCn1cc(CN(C)C2CN(Cc3cn(CCCOC)nn3)S(=O)(=O)C2)nn1 (configuration not stated)
  LDHA block = 4
  PI4K2A block = -15
> COC(=O)[C@]12CCCCC=C1N(Cc1ccccc1)C(=O)[C@H](CC(=O)N1CCOCC1)C2
  LDHA block = 4
  PI4K2A block = -3
> CCC(=O)N1Cc2cc(C(=O)Nc3nccs3)nc(-c3cccc(-c4ccccc4OC)c3)c2[C@@H]1CCO
  LDHA block = 1
  PI4K2A block = 1
> CCCCCCCCN1C(=O)[C@H](CC(=O)NCc2ccc(OC)c(OC)c2)C[C@@]2(C(=O)OC)CC(C)(C)CC=C12
  LDHA block = 7
  PI4K2A block = 0
> CCCCC[C@@H]1CCCCC[C@@H](O)C[C@@H](O)[C@@H](O)/C=C/C(=O)O1
  LDHA block = -1
  PI4K2A block = 1
> O=S1(=O)N[C@H](Cc2ccccc2)COc2cc(N3CCN(Cc4ccccc4F)CC3)ccc21
  LDHA block = -2
  PI4K2A block = -3
> COc1ccc(CCC(=O)N2c3ccccc3N=C(c3ccc(C(F)(F)F)cc3)C2C(=O)NC(C)C)cc1 (configuration not stated)
  LDHA block = -2
  PI4K2A block = 4
> CCOC(=O)[C@]12CCCC=C1N(Cc1cccc3ccccc13)C(=O)[C@H](CC(=O)N1CCN(C(=O)c3ccco3)CC1)C2
  LDHA block = 4
  PI4K2A block = -5

Entries of single compounds, quoted from the list. Screens in order: LDHA block	PI4K2A block
`CCCCCc1c(-c2ccc(F)cc2)ncn1CCc1ccccc1OC` reads 5	4
`Cc1cc(N2CCN(C(C(=O)NC3CCCC3)C(C)(C)C)CC2)c2ccccc2n1` (configuration not stated) reads -11	0

The list goes on.
> Cc1cccc(C)c1-n1nnnc1C(c1ccnc2ccccc12)N(CCC#N)Cc1ccccc1 (configuration not stated)
  LDHA block = 2
  PI4K2A block = -4
> CCc1c(-c2cccc(Cl)c2)ncn1Cc1cccc(-c2ccccc2)c1
  LDHA block = 3
  PI4K2A block = -8
> COc1cccc(CNC(=O)[C@@H]2CCCN2C(=O)[C@H]2CCCCN2C(=O)c2c(F)cccc2F)c1
  LDHA block = -9
  PI4K2A block = -1
> CN1CCN(C(=O)C[C@H]2CC[C@H]3[C@@H](COC[C@@H](O)CN3Cc3cccc(F)c3)O2)CC1
  LDHA block = 1
  PI4K2A block = -1
> CCOC(=O)[C@]12CCC=C1N(Cc1ccc3c(c1)OCO3)C(=O)[C@H](CC(=O)NCc1cccc(C(F)(F)F)c1)C2
  LDHA block = 6
  PI4K2A block = -1
> CC(C)(C)NC(=O)C(c1cccc2ccccc12)n1c(=O)c(-c2ccco2)nc2ccccc21 (configuration not stated)
  LDHA block = 3
  PI4K2A block = -3
> O=C(C(=O)N1CCN(c2ccncc2)CC1)c1cccc(Br)c1
  LDHA block = -3
  PI4K2A block = 8
> O=C(NCc1ccccc1)C1C(c2ccccc2)=Nc2ccccc2N1C(=O)c1ccncc1 (configuration not stated)
  LDHA block = 1
  PI4K2A block = -2
> O=C(Nc1ccc(F)cc1)C(CCc1ccccc1)N1CCN(C(=O)c2ccco2)CC1 (configuration not stated)
  LDHA block = 3
  PI4K2A block = -2
> CCCCc1c(-c2ccc(F)cc2)ncn1CCc1ccccc1OC
  LDHA block = 7
  PI4K2A block = 0

> COc1cccc(C(=O)N2CCC[C@H]2C(=O)N2CCC[C@H]2C(=O)NCc2ccc(F)cc2F)c1
  LDHA block = -8
  PI4K2A block = -1
> CCCCCCCCN1C(=O)[C@H](CC(=O)N2CCN(C(=O)OCC)CC2)C[C@@]2(C(=O)OC)CC(C)(C)CC=C12
  LDHA block = 3
  PI4K2A block = 3
> C#CCNC(=O)C[C@@H]1C[C@@]2(C(=O)OC)CC(C)(C)CC=C2N(CCc2ccc(OC)c(OC)c2)C1=O
  LDHA block = -10
  PI4K2A block = -9
> COC(=O)[C@@]1(Cc2ccc(F)cc2)[C@H]2c3cc(C(=O)N(C)C)n(CC4CC4)c3C[C@H]2CN1C(=O)c1ccccc1
  LDHA block = 2
  PI4K2A block = -5
> NC(=O)c1nnn(Cc2cc(Cl)c(C(=O)c3ccc(Cl)cc3)c(Cl)c2)c1N
  LDHA block = -1
  PI4K2A block = 4
> COC(=O)[C@@]12C[C@@H](CC(=O)NCc3cccc(C(F)(F)F)c3)C(=O)N(Cc3ccco3)C1=CCC(C)(C)C2
  LDHA block = 1
  PI4K2A block = -5
> COc1ccc(C2=Nc3ccccc3N(C(=O)c3ccc(C(F)(F)F)cc3)C2C(=O)Nc2ccc3c(c2)OCCO3)cc1 (configuration not stated)
  LDHA block = 0
  PI4K2A block = 14
> COC(=O)CCCC[C@@H]1O[C@H](CCc2ccccc2)Cc2[nH][nH]c(=O)c21
  LDHA block = 0
  PI4K2A block = -11
> COC(=O)[C@]12CCCCC=C1N(CCc1ccc(OC)c(OC)c1)C(=O)[C@H](CC(=O)NCc1ccccc1)C2
  LDHA block = 0
  PI4K2A block = -2
> COc1ccccc1CCn1cnc(Cc2cccc(F)c2)c1C(C)C
  LDHA block = -2
  PI4K2A block = 1

> CCCCN1C(=O)C(CC(=O)NCc2cccc3ccccc23)CC(C(=O)N(C(C)C)C(C)C)=C1C (configuration not stated)
  LDHA block = 5
  PI4K2A block = -4
> CCC(c1nnnn1-c1c(C)cccc1C)N1CCN(c2ccc(C(F)(F)F)cc2[N+](=O)[O-])CC1 (configuration not stated)
  LDHA block = -2
  PI4K2A block = -15
> CN1CCN(C(=O)c2cc3c(c(-c4cccc(-c5cccnc5)c4)n2)[C@H](CCO)N(C(=O)CC2CC2)C3)CC1
  LDHA block = -2
  PI4K2A block = 3
> Cc1cccc(C)c1NC(=O)C(C1CC1)n1c(=O)c(-c2ccco2)nc2ccccc21 (configuration not stated)
  LDHA block = -3
  PI4K2A block = -3
> COC(=O)[C@]12CCCCC=C1N(Cc1ccco1)C(=O)[C@H](CC(=O)N1CCOCC1)C2
  LDHA block = -2
  PI4K2A block = 2
> CCCCNC(=O)C1c2ccccc2OCC(=O)N1CCOC (configuration not stated)
  LDHA block = 1
  PI4K2A block = 1
> O=C(C[C@H]1CC[C@@H](NC(=O)Nc2ccc3c(c2)OCO3)[C@@H](CO)O1)NCc1ccccc1
  LDHA block = 2
  PI4K2A block = -1
> O=C(/C=C1\OCc2ccccc21)OCc1ccccc1
  LDHA block = -3
  PI4K2A block = 2
> COc1ccc([C@H]2C[C@H](O)C[C@@H](CCn3cc(-c4ccccc4)nn3)O2)cc1
  LDHA block = -6
  PI4K2A block = -1
> Cc1ccc(-c2nc3c4ccccc4ccn3c2Cc2ccccc2C(F)(F)F)cc1
  LDHA block = 0
  PI4K2A block = -8
> COc1cccc(-c2nc3nc(C)cc(C)n3c2Nc2ccc3c(c2)OCCO3)c1
  LDHA block = 1
  PI4K2A block = 2
> O=C(Nc1ccc2c(c1)OCCO2)C1c2ccccc2OCC(=O)N1Cc1ccccn1 (configuration not stated)
  LDHA block = 2
  PI4K2A block = -3

Molecules from the list above containing sulfur:
> CO[C@H]1CN(C)C(=O)c2cc(NC(=O)C3CCOCC3)ccc2OC[C@H](C)N(Cc2nccs2)C[C@H]1C
  LDHA block = -1
  PI4K2A block = -3
> CC(C)NC(=O)C1(C)CN(S(C)(=O)=O)CC(=O)N1CCCn1ccnc1 (configuration not stated)
  LDHA block = 2
  PI4K2A block = -3
> Cc1cccc(C)c1NC(=O)C1(C)CSCC(=O)N1CCC(C)C (configuration not stated)
  LDHA block = -4
  PI4K2A block = 3
> O=S1(=O)CC(N2CCSCC2)CN1Cc1cn(Cc2cccc(Cl)c2)nn1 (configuration not stated)
  LDHA block = -3
  PI4K2A block = -3
> COC(=O)C1(C(=O)OC)Cc2ccccc2N(S(=O)(=O)c2ccc(C)cc2)C1CC(C)=O (configuration not stated)
  LDHA block = -4
  PI4K2A block = 3
> CC(C)NC(=O)C1(C)CN(S(C)(=O)=O)CC(=O)N1CCCN1CCOCC1 (configuration not stated)
  LDHA block = 5
  PI4K2A block = 1
> COCCCn1cc(CN(C)C2CN(Cc3cn(CCCOC)nn3)S(=O)(=O)C2)nn1 (configuration not stated)
  LDHA block = 4
  PI4K2A block = -15
> CCC(=O)N1Cc2cc(C(=O)Nc3nccs3)nc(-c3cccc(-c4ccccc4OC)c3)c2[C@@H]1CCO
  LDHA block = 1
  PI4K2A block = 1
> O=S1(=O)N[C@H](Cc2ccccc2)COc2cc(N3CCN(Cc4ccccc4F)CC3)ccc21
  LDHA block = -2
  PI4K2A block = -3

An excerpt; count on the stated rates, not on these rows.
